Compound activity (PubChem BioAssay)
CHO-K1 Ca PAM – counter-screen for M1 PAMs: effect in parental CHO-K1 cells | ATP EC20, Fluo-8 calcium fluorescence; 0% at ATP EC20, 100% at ATP max | activation, % at 3 µM | actives 0.02% (n = 360,000) | AID 602247;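 active means activation above the run cutoff, the mean activation of all test compounds plus 3 SD, cut at about 40% in these data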;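 further: peak over basal fluorescence ratio in a 140 s read after ATP addition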
GPR7 antagonist – blocks human GPR7 receptor signaling; P48145; GPR7-expressing cells, fluorescence antagonist assay; inhibition, % at 4.4 µM; actives 1.1% (n = 290,000); in the data active means inhibition above about 16%, passing the limit was not always enough;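 further: cells stimulated with the agonist NPW; 0% = agonist with vehicle and 100% = vehicle without agonist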
Target sequence (P48145 whole entry, looked up): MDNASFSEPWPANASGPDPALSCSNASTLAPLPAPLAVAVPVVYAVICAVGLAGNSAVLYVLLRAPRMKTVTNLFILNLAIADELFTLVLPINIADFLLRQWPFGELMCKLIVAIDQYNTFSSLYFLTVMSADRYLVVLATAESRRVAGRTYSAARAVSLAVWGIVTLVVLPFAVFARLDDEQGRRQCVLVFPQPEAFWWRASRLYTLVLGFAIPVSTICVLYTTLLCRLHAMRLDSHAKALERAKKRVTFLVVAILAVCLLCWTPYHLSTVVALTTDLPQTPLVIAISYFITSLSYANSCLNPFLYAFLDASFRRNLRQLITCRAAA
OXTR potentiator – potentiates the human oxytocin receptor response. P30559. actives 0.061% (n = 320,000). activation, % at 3 µM. CHO-OTR cells, Fluo-8 calcium fluorescence, potentiator mode; 0% = oxytocin EC15, 100% = EC100;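 active means activation above that plate's cutoff, the mean activation of tested compounds plus 3 SD, cut at about 6.6% in these data, passing the limit was not always enough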;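 further: 100% uses oxytocin at 75 nM as the full agonist control; some results filed as inactive read as strong as hits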
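assay system = CHO-OTR cells, human receptor | schedule = compound 6 min at room temperature before oxytocin, 100 s read | detection = Fluo-8 intracellular calcium fluorescence, ex 470-495, em 515-575 nm | evaluation = normalized max/min fluorescence ratio, % activation | control set = EC15 oxytocin alone as 0%, 75 nM oxytocin (EC100) as 100%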
CHO-K1 Ca ag – M1 agonist counterscreen hit in parental CHO-K1 cells; actives 0.48% (n = 360,000); AID 602248; Fluo-8 calcium fluorescence; scaled to maximal ATP response, vehicle zero; activation, % at 3 µM; in the data active means activation above about 15%;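 further: untransfected CHO-K1 host cells lacking M1 receptor as counterscreen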
CHO parental Ca – counter-screen for OX1R antagonists: effect in parental CHO cells; parental CHO-K1, ATP-induced calcium, Fluo-8 fluorescence; inhibition, % at 5.6 µM; actives 0.63% (n = 330,000);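 active means inhibition above that plate's mean sample inhibition plus 3 SD, cut at about 26% in these data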;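 further: 0% = ATP-challenged DMSO wells and 100% = DMSO wells without ATP; some compounds past the cut are filed as inactive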
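material = parental CHO cells | also added = ATP as calcium-mobilizing challenge | dosing = single point at 5.6 µM | detection = intracellular calcium via Fluo-8 no-wash fluorescent dye | read-out = % inhibition | benchmarks = low control ATP plus DMSO, high control DMSO only | repeats = one well per compound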
TAAR1 antag – antagonists of human TAAR1. Q96RJ0. CHO RD-HGA16 TAAR1, Fluo-8 calcium fluorescence, antagonist. inhibition, % at 3 µM. actives 1.5% (n = 360,000);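 active means inhibition above a per-plate cutoff, the mean inhibition of test compounds on that plate plus 3 SD, cut at about 49% in these data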;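 further: 0% = DMSO plus EC80 beta-PEA response and 100% = DMSO alone without agonist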
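Assay system: RD-HGA16 CHO cells with stable hTAAR1 and Gα16 / Reagent: EC80 β-phenethylamine stimulus / Doses: 3 µM, single point / Timing: dye loading 75 min at 37 °C, then 30 min room temperature / Measured by: Fluo-8 intracellular calcium dye fluorescence, real-time kinetic reads / Controls: vehicle wells and EC80 agonist wells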
V1aR counter – V1a receptor agonism, counter-screen for OXTR agonists | P37288 | CHO-V1R cells, Fluo-8 calcium fluorescence, agonist mode; 0% DMSO, 100% 3 nM vasopressin | activation, % at 3 µM | actives 0.25% (n = 320,000);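 active means activation above the mean activation of all tested compounds plus 3 SD, per screening run, cut at about 20% in these data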;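 further: signal is peak over basal fluorescence ratio across a 100 second FLIPR read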
Target sequence (P37288 whole entry, looked up): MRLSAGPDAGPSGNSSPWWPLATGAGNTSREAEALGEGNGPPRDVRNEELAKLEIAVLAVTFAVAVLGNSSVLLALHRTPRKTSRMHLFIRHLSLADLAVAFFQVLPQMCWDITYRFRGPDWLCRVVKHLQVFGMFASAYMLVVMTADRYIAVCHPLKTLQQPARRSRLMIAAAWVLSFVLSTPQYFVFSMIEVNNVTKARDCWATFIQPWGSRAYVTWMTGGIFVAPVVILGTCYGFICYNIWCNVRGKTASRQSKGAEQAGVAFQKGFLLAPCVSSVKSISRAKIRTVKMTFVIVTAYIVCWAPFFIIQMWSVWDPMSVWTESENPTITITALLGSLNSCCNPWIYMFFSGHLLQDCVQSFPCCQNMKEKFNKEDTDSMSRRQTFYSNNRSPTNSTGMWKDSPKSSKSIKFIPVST
OXTR agonist – activates the human oxytocin receptor. CHO-OTR cells, Fluo-8 calcium fluorescence; normalized: DMSO 0%, oxytocin 100%. activation, % at 3 µM. actives 0.32% (n = 320,000);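 active means activation above the mean of all tested compounds plus 3 SD, cutoff set per screening run, cut at about 20% in these data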;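 further: peak over basal fluorescence ratio from a 100 s FLIPR kinetic read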
CHO-K1 Ca antag – counter-screen for M1 antagonists: effect in parental CHO-K1 cells; inhibition, % at 3 µM; AID 602250; ATP-induced calcium, Fluo-8 fluorescence; actives 0.6% (n = 360,000);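 active means inhibition above a per-plate cutoff, the plate's mean sample inhibition plus 3 SD, cut at about 24% in these data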;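 further: 0% = DMSO plus EC80 ATP and 100% = DMSO alone without ATP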
Numbers without * were called inactive; · = not tested or not shown.

SMILES	CHO-K1 Ca PAM	GPR7 antagonist	OXTR potentiator	CHO-K1 Ca ag	CHO parental Ca	TAAR1 antag	V1aR counter	OXTR agonist	CHO-K1 Ca antag
O=C(OCC#CCSc1nnc(-c2cccc3ccccc23)o1)c1ccco1	16	-23	-6	1.0	-16	36	5.3	1.8	3
CCCn1nc2cc(C(=O)NCc3ccc(C)cc3)ccc2c1OC	-16	-1	0	-0.7	-1	8	0.4	-1.3	-6
O=C1CCC(C(=O)N2CCCC2)CN1Cc1cccc(C(F)(F)F)c1 (stereo unspecified)	16	-6	-10	1.6	-13	0	-0.3	-0.7	-15
Cc1cc(OCC(=O)NC2CC2)c2c(C)cc(=O)oc2c1	-2	-1	-7	5.5	-5	·	0.0	-0.4	3
CC(NS(=O)(=O)c1ccc(F)cc1)C(=O)Nc1ccc2c(c1)OCCO2 (stereo unspecified)	-2	2	-12	0.0	-23	-17	0.4	2.8	-6
NS(=O)(=O)c1ccc(CNc2nc(-c3cccnc3)nc3ccccc23)cc1	18	-7	1	2.2	-10	19	0.6	-0.3	-10
CC(Oc1ccccc1Cl)C(=O)N(Cc1cccs1)C1CCS(=O)(=O)C1 (stereo unspecified)	5	14	-6	0.9	1	2	0.6	0.8	-5
CCc1cc2ccccc2nc1SCC(=O)N1CCN(C(=O)c2ccco2)CC1	22	-9	·	2.7	·	2	·	·	-7
CCN(CC)C(=O)C1CCN(Cc2ccc(OCc3ccccc3)cc2)CC1	18	-7	-9	2.2	-16	13	2.7	2.8	-8
NC(=O)c1ccccc1OCc1nnc(-c2ccccc2Br)o1	-3	-2	-7	3.9	-15	10	3.1	2.9	-14
CCOc1ncccc1C(=O)OCC(=O)c1ccc(Cl)s1	-2	-1	-8	-0.4	-12	-15	-1.6	-1.9	11
COC(=O)/C=C(\C)NC(=O)c1ccc(F)cc1	14	-12	-3	0.3	-5	-16	0.8	-1.5	4
c1ccc(-c2ccc(CN3CCN(c4ncccn4)CC3)cc2)cc1	-8	2	-2	-0.2	-12	-1	-0.5	-0.7	25*
COc1ccc(OCc2nnc(NC(=O)Nc3ccc(F)cc3)s2)cc1	9	-3	0	0.4	-13	3	1.8	1.8	-1
CCC1CCCCN1CCCNC(=O)C1CCN(S(=O)(=O)N2CCC3(CC2)OCCO3)CC1 (stereo unspecified)	14	-9	3	2.1	-6	-33	-0.4	1.0	-16
CCC1Oc2ccccc2N(CC(=O)NCCCN2CCCCC2C)C1=O (stereo unspecified)	-4	6	-13	0.1	-10	-20	-0.9	-0.2	-3
CCN(CC)S(=O)(=O)c1ccc(N2CCOCC2)c(NC(=O)c2cc([N+](=O)[O-])ccc2Cl)c1	4	-12	-7	0.4	-9	17	1.1	0.1	-12
Cc1ccc(C2CC(C(F)(F)F)n3nc(C(=O)NCCN4CCOCC4)cc3N2)cc1 (stereo unspecified)	2	-5	-12	0.1	-5	0	0.4	-0.4	-5
CCOc1ccc(-c2nc(N)ncc2-c2ccc(OC)cc2)c(O)c1	15	-20	-7	-0.2	-29	-12	0.2	-2.0	-9
CCCN(CCC)CC(O)COc1ccccc1C(=O)Nc1ccccc1 (stereo unspecified)	10	-7	4	0.5	-24	11	0.4	-0.5	-3

No new results follow: an excerpt of the list.
SMILES	CHO-K1 Ca PAM	GPR7 antagonist	OXTR potentiator	CHO-K1 Ca ag	CHO parental Ca	TAAR1 antag	V1aR counter	OXTR agonist	CHO-K1 Ca antag
O=C(OCC#CCSc1nnc(-c2cccc3ccccc23)o1)c1ccco1	16	-23	-6	1.0	-16	36	5.3	1.8	3
CCCn1nc2cc(C(=O)NCc3ccc(C)cc3)ccc2c1OC	-16	-1	0	-0.7	-1	8	0.4	-1.3	-6
O=C1CCC(C(=O)N2CCCC2)CN1Cc1cccc(C(F)(F)F)c1 (stereo unspecified)	16	-6	-10	1.6	-13	0	-0.3	-0.7	-15
Cc1cc(OCC(=O)NC2CC2)c2c(C)cc(=O)oc2c1	-2	-1	-7	5.5	-5	·	0.0	-0.4	3
CC(NS(=O)(=O)c1ccc(F)cc1)C(=O)Nc1ccc2c(c1)OCCO2 (stereo unspecified)	-2	2	-12	0.0	-23	-17	0.4	2.8	-6
NS(=O)(=O)c1ccc(CNc2nc(-c3cccnc3)nc3ccccc23)cc1	18	-7	1	2.2	-10	19	0.6	-0.3	-10
CC(Oc1ccccc1Cl)C(=O)N(Cc1cccs1)C1CCS(=O)(=O)C1 (stereo unspecified)	5	14	-6	0.9	1	2	0.6	0.8	-5
CCc1cc2ccccc2nc1SCC(=O)N1CCN(C(=O)c2ccco2)CC1	22	-9	·	2.7	·	2	·	·	-7
CCN(CC)C(=O)C1CCN(Cc2ccc(OCc3ccccc3)cc2)CC1	18	-7	-9	2.2	-16	13	2.7	2.8	-8
NC(=O)c1ccccc1OCc1nnc(-c2ccccc2Br)o1	-3	-2	-7	3.9	-15	10	3.1	2.9	-14

Continued.
SMILES	CHO-K1 Ca PAM	GPR7 antagonist	OXTR potentiator	CHO-K1 Ca ag	CHO parental Ca	TAAR1 antag	V1aR counter	OXTR agonist	CHO-K1 Ca antag
COc1ccc(C(=O)Nc2ccccc2C(=O)NCc2cccnc2)cc1OC	5	-17	-2	3.8	1	18	0.2	0.5	-1
O=C(Nc1ccccc1)N1CCC(c2nc(-c3ccc(S(=O)(=O)N4CCOCC4)cc3)no2)CC1	15	-10	-10	1.8	-8	-18	5.7	8.4	-27
Cc1cc(C)c(NC(=O)Cn2nc(-c3ccccc3)nc2-c2ccccc2)c(C)c1	11	-10	-8	0.0	-4	-7	-0.6	0.0	-9
CCOCCCn1c(=S)[nH]c2cc(C(=O)N3CCOCC3)ccc2c1=O	14	-6	-3	0.3	-17	-11	1.5	1.3	-7
CN1c2ccccc2C(O)=C(C(=O)Nc2ccccc2)S1(=O)=O	7	-4	0	0.6	-2	-6	0.5	-0.9	-3
CCC(C)NC(=O)[C@H]1N2C(=O)c3ccccc3C2SC1(C)C (stereo partly specified)	-5	1	-6	-0.1	-20	3	-0.2	-0.6	12
O=C(CN1CCN(CC(=O)Nc2ccc3c(c2)OCO3)CC1)Nc1ccc(F)cc1	14	2	-10	-0.6	-5	-1	-0.9	-1.7	-16
CC(c1ccccc1)C1OCC(C[N+]2(C)CCCCC2)O1 (stereo unspecified)	17	11	-11	-0.4	-4	6	-0.1	-1.1	-13
Cc1onc(-c2c(F)cccc2Cl)c1C(=O)NC(=S)NCc1cccnc1	7	8	-3	0.3	-18	-4	0.2	-2.2	-8
Nc1nonc1-c1nc2ccccc2n1CC(=O)O	-3	-3	0	0.0	-2	-11	1.1	0.5	-17
OC(c1ccc(F)cc1)c1nc(-c2cccc(F)c2)cs1 (stereo unspecified)	26	·	·	0.1	·	-7	·	·	-23
CCOC(=O)c1cc(S(=O)(=O)NC2CCN(C(=O)OCC)CC2)cn1C	22	2	-8	0.3	-3	8	0.1	1.6	-16
CC(C)NC(=O)N(C)C[C@H]1Oc2ccc(NC(=O)CCC(F)(F)F)cc2C(=O)N([C@H](C)CO)C[C@@H]1C	-1	·	3	0.9	-3	10	2.1	1.6	-8
Cc1ccc(NC(=O)CSc2ccc3c(c2)OCCO3)c(O)c1	11	4	-10	4.5	-9	0	4.3	0.5	-4
CCCN(CC(=O)Nc1ccccc1C)C(=O)C1CC(=O)N(c2ccc(CC)cc2)C1 (stereo unspecified)	17	·	-4	0.2	-21	2	0.9	-0.6	5
CCc1nc(SCC(=O)OC)c2c3c(sc2n1)COC(C)(C)C3	6	-4	-12	0.2	-8	-26	-0.9	-2.3	-3
CCCS(=O)(=O)NC(=O)C1(C)CCN(C(=O)c2cc(C)nn2C(C)(C)C)C1 (stereo unspecified)	19	·	·	0.6	·	-28	·	·	-10
O=C(c1ccc2c(c1)N(Cc1ccc(F)cc1)CCS2)N1CCOCC1	-6	7	-8	0.7	-21	-12	4.3	0.9	-6
O=C(Cc1ccc(Cl)cc1)Nc1ccc(S(=O)(=O)Nc2ncccn2)cc1	12	-17	7	1.2	-6	-10	-0.8	0.9	-6
Cc1cc(C)c(S(=O)(=O)NCC(=O)NCc2ccccn2)c(C)c1	24	-6	-7	0.2	-16	4	0.6	-0.1	-23
Cc1cc[n+](CC(=O)c2cccs2)cc1	14	6	-4	0.4	0	-28	1.4	-1.0	-15
Cc1c(Nc2nc3ccccc3nc2NS(=O)(=O)c2cccs2)c(=O)n(-c2ccccc2)n1C	14	11	-1	0.3	-14	-17	0.3	2.4	-7
Oc1ccc(/C=N/Nc2cc(N3CCOCC3)nc(N3CCOCC3)n2)cc1	5	1	-10	1.7	-24	-9	1.2	1.3	6
COc1ccccc1-c1coc2c(CN3CCC(C)CC3)c(O)ccc2c1=O	-4	-1	-8	0.6	2	-17	0.7	0.4	2
O=C(Nc1ccccc1)N1CCSc2ccccc21	-4	-4	-3	0.4	-1	-9	0.5	2.6	0
CCc1nc2cc(CC(=O)O)ccc2o1	3	-14	-7	-0.3	4	4	0.6	1.3	4
CCc1nc2ccc(C(=O)N(C)Cc3ccco3)cn2c1N(CC)Cc1cccc(Br)c1	-13	·	·	-0.6	·	-14	·	·	-3
C[n+]1c(/C=C/c2ccc3c(c2)OCO3)ccc2ccccc21	-4	-10	-4	-0.2	5	-8	0.1	0.8	6
CCCCCCSc1ccc([C@@H]2[C@H]3C(=O)N(CC)C(=O)[C@H]3[C@]3(C(=O)OC)CCCCN23)cc1	18	·	1	0.6	-37	3	3.0	2.4	-7
Cc1cc(=O)n2ncnc2n1COCCO	13	-7	-4	0.3	-1	-2	-0.1	0.3	-5
CC(=O)c1c(C)nc(Nc2nc3ccccc3s2)nc1C	-1	-15	-1	0.3	-14	-23	0.6	-0.4	3
O=C(CCN1C(=O)COc2ccccc21)N1CCN(c2ccccn2)CC1	29	-7	-3	2.6	-4	-11	0.3	-0.1	-13
C=CCN(c1ccc(C(N)=O)cc1)S(C)(=O)=O	11	-19	-6	0.3	-10	-3	0.0	0.2	-4
O=C(C[C@@H]1C/C=C\C[C@@H](Cc2ccc(F)cc2)C(=O)OC[C@@H](Cc2ccccc2)NC1=O)N[C@H](CO)Cc1ccccc1	-8	·	-4	-0.4	-21	11	0.2	1.1	-5
S=C(NCc1ccco1)NCC(c1ccco1)N1CCCCC1 (stereo unspecified)	20	-8	5	0.1	-16	-24	2.8	0.9	-16
COc1ccc(CCC(=O)Nc2ccc(-c3noc(-c4ccc(OC)c(OC)c4)n3)cc2)cc1	1	-13	-16	0.3	4	-2	0.2	0.1	-5
